tim10-1 inh – inhibits growth of tim10-1 mutant yeast; inhibition, % at 20 µM; S. cerevisiae tim10-1 ts strain growth, BacTiter-Glo, 24 h; 2.2% of 330,000 active;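 active = inhibition of at least 40%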;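 note: mutant grown at 25 °C; 0% = DMSO wells with yeast and 100% = wells holding no yeast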
NALP3 yeast inh – NALP3 inhibition in yeast. Yeast reconstituted NLRP3/ASC/caspase-1, beta-gal luminescence, 24 h. inhibition, % at 10 µM. 0.39% of 330,000 active. AID 2825;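 active = inhibition of 50% or more; inactive = inhibition below 50%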;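 note: plate controls were induced DMSO wells for no effect and uninduced yeast grown without galactose for full effect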
hIAP act – human IAP activation; P09923; purified human IAP, CDP-Star luminescence, 30 min; stronger effect = higher value; 1 = vehicle-only enzyme, 0 = enzyme-free background; activation factor at 10 µM; 0.16% of 330,000 active; AID 2524;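 active = activation factor of the enzyme at least 2-fold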; note: the source names both 10 and 20 µM as test concentration; values of inactives mirror those of a sister screen read the other way
Target sequence (P09923 whole entry, looked up): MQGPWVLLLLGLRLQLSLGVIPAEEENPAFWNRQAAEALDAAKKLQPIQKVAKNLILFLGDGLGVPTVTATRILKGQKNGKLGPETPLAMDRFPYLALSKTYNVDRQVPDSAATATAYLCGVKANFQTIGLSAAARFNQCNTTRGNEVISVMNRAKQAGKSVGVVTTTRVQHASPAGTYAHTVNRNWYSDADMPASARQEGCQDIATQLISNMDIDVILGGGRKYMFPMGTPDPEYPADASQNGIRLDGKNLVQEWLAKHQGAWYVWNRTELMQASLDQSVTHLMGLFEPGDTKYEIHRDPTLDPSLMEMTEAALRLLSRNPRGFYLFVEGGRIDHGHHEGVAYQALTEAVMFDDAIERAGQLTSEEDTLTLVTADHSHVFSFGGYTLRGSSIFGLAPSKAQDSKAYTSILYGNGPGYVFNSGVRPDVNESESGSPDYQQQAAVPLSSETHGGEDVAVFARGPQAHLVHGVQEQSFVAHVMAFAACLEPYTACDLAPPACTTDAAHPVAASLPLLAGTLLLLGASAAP
mIAP act – mouse IAP activation. muIAP, CDP-Star luminescence, 30 min; stronger effect = higher value; 1 = vehicle-only enzyme signal, 0 = enzyme-free wells. activation factor at 10 µM. 0.24% of 330,000 active. AID 2805;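 active = activation factor of at least 2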; note: the source names both 10 and 20 µM as test concentration; values of inactives mirror those of a sister screen read the other way
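System: Mouse IAP enzyme | Also added: CDP-Star substrate | Dosing: Compounds dispensed in DMSO | Schedule: 30 min enzyme-substrate-compound incubation at room temperature | Technique: Chemiluminescence readout | Control set: DMSO-only wells and no-enzyme negative control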
TIM10 inh – growth inhibitors of TIM10 yeast strain; 1.4% of 330,000 active; S. cerevisiae TIM10 strain growth, BacTiter-Glo luminescence, 24 h; inhibition, % at 10 µM;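 active = inhibition of 40% or more at the single tested concentration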;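 note: wild-type TIM10 isogenic control strain grown at permissive 25 °C; 0% = DMSO yeast wells and 100% = minimal medium wells without yeast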
ATG4B inh – blocks human ATG4B protease cleavage of LC3 substrate. Q9Y4P1. ATG4B cleavage of LC3-PLA2, NBD-HPC fluorescence, 1 h. inhibition, % at 8.33 µM. 0.51% of 340,000 active. AID 504462; in the data active = inhibition above about 40%
Target sequence (Q9Y4P1 whole entry, looked up): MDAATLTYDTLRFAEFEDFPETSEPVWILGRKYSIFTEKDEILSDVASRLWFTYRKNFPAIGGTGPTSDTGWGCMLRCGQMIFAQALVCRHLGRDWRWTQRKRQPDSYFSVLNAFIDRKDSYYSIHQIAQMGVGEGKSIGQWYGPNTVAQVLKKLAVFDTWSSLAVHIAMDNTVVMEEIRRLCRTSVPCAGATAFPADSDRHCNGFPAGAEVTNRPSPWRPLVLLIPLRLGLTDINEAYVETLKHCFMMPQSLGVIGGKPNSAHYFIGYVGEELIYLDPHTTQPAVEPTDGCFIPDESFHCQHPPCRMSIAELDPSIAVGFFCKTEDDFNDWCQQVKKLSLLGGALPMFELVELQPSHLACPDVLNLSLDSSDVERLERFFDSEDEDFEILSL
hIAP block – human IAP inhibition; purified IAP, CDP-Star luminescence, 30 min; 0.12% of 330,000 active; inhibition, % at 10 µM; AID 2544;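 active = inhibition reaching a set limit with compound at 10 µM in the primary screen, cut at about 35% in these data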;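 note: plate controls were DMSO wells with enzyme for no effect and no-enzyme buffer wells for full effect; values of inactives mirror those of a sister screen read the other way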
mIAP block – blocks mouse intestinal alkaline phosphatase; purified mouse IAP, CDP-Star luminescence, 30 min; 0.2% of 330,000 active; inhibition, % at 10 µM;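 active = inhibition of at least 40% at 10 µM in the primary screen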;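 note: plate controls were DMSO with enzyme for no effect and no enzyme wells for full effect; values of inactives mirror those of a sister screen read the other way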
Apaf-1 inh – blocks human Apaf-1 apoptosome activity | O14727 | reconstituted apoptosome caspase-3 activity, DEVD-Rh110 fluorescence | inhibition, % at 20 µM | 0.71% of 330,000 active; active = inhibition of at least 40% at 20 µM;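 note: plate controls were DMSO wells for no effect and DEVD-CHO caspase inhibitor wells for full effect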
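Material: cell-free apoptosome with Apaf-1, procaspase-3 and caspase-9; Buffer or medium: Hepes pH 7.5 with detergent and BSA; Reagent: cytochrome c trigger plus (Z-DEVD)2-Rh110 caspase-3 substrate; Times: compound with Apaf-1, dATP, procaspase-3 30 min, then 50 min reaction, room temperature; Technique: Rh110 fluorescence intensity.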
Numbers without * were called inactive.

What do the screens show for `c1ccc(C2c3c(ccc4ccccc34)Oc3ncn4nc(-c5ccco5)nc4c32)cc1` (centres undefined)?
tim10-1 inh: -8.6; NALP3 yeast inh: 8.0; hIAP act: 1.2; mIAP act: 0.92; TIM10 inh: -1.2; ATG4B inh: -1.5; hIAP block: -19.9; mIAP block: 8.0; Apaf-1 inh: -12.8

What do the screens show for `Cc1ccc(NC(=O)CN(C)C(=O)CSc2ncc(C(F)(F)F)cc2Cl)cc1`?
tim10-1 inh: 11.1; NALP3 yeast inh: 15.9; hIAP act: 1.04; mIAP act: 1.08; TIM10 inh: -11.4; ATG4B inh: -0.4; hIAP block: -4.3; mIAP block: -7.9; Apaf-1 inh: 16.5

How did COCCn1c(SCC(=O)NCc2ccco2)nc2cccnc21 do in these assays?
tim10-1 inh: 2.9; NALP3 yeast inh: 14.8; hIAP act: 1.04; mIAP act: 0.962; TIM10 inh: -5.3; ATG4B inh: -7.1; hIAP block: -3.7; mIAP block: 3.8; Apaf-1 inh: 5.7

How did O=C(O)c1ccc2c(c1Sc1ccccc1)C(=O)c1ccccc1C2=O do in these assays?
tim10-1 inh: 11.3; NALP3 yeast inh: 13.4; hIAP act: 1.02; mIAP act: 1.02; TIM10 inh: -9.7; hIAP block: -1.7; mIAP block: -2.5; Apaf-1 inh: 12.0

What do the screens show for `Cc1ccc(NC(=O)c2cc3ccccc3o2)cc1`?
tim10-1 inh: -54.9; NALP3 yeast inh: 49.5; hIAP act: 0.735; mIAP act: 0.986; TIM10 inh: 8.7; ATG4B inh: 7.0; hIAP block: 26.5; mIAP block: 1.4; Apaf-1 inh: 11.8

What do the screens show for `Cc1ccc(CNC(=O)C2CC(c3ccc(C(F)(F)F)cc3)=NO2)o1` (centres undefined)?
tim10-1 inh: 4.1; NALP3 yeast inh: 10.4; hIAP act: 1; mIAP act: 1.09; TIM10 inh: -0.4; ATG4B inh: 0.2; hIAP block: -0.4; mIAP block: -8.6; Apaf-1 inh: 12.0

Results for COC(=O)c1ccccc1NC(=O)CNc1ccc(F)c(S(=O)(=O)N2CCOCC2)c1 ?
tim10-1 inh: 21.1; NALP3 yeast inh: 3.4; hIAP act: 0.967; mIAP act: 0.961; TIM10 inh: 18.0; ATG4B inh: -0.6; hIAP block: 3.3; mIAP block: 3.9; Apaf-1 inh: -0.2

What do the screens show for `COc1cc(O)c(C(CC(=O)N2CCCCC2)c2ccc3c(c2)OCO3)c(OC)c1` (centres undefined)?
tim10-1 inh: 9.0; NALP3 yeast inh: 11.8; hIAP act: 1.06; mIAP act: 0.97; TIM10 inh: 4.8; ATG4B inh: 3.5; hIAP block: -6.3; mIAP block: 3.0; Apaf-1 inh: 7.8

Results for Cc1cccc(NC(=O)/C(C#N)=C\c2cc(C)n(-c3ccc(C(=O)O)cc3)c2C)c1 ?
tim10-1 inh: 7.2; NALP3 yeast inh: 19.1; hIAP act: 0.928; mIAP act: 0.902; TIM10 inh: 3.5; ATG4B inh: -4.0; hIAP block: 7.2; mIAP block: 9.8; Apaf-1 inh: 0.4

Results for COc1ccc(C(=O)OCC(=O)Nc2ccc3c(c2)OCO3)cc1S(=O)(=O)N1CCOCC1 ?
tim10-1 inh: -14.5; NALP3 yeast inh: -2.6; hIAP act: 0.891; mIAP act: 0.992; TIM10 inh: 1.3; ATG4B inh: -7.9; hIAP block: 10.9; mIAP block: 0.8; Apaf-1 inh: -3.7

What do the screens show for `O=C(CN(Cc1ccco1)C(=O)CCC(=O)Nc1ccccn1)NCCc1ccccc1`?
tim10-1 inh: 2.2; NALP3 yeast inh: -3.8; hIAP act: 1.29; mIAP act: 1.05; TIM10 inh: -4.2; ATG4B inh: -9.9; hIAP block: -29.2; mIAP block: -4.6; Apaf-1 inh: 5.1

How did COc1cccc(N2CCN(S(=O)(=O)c3cc4c(cc3C)N(C)CCO4)CC2)c1 do in these assays?
tim10-1 inh: 27.8; NALP3 yeast inh: 2.4; hIAP act: 0.948; mIAP act: 1.05; TIM10 inh: 6.1; ATG4B inh: 0.8; hIAP block: 5.2; mIAP block: -5.1; Apaf-1 inh: 25.8

How did Cc1ccc(/C(COc2ccccc2O)=N\O)cc1 do in these assays?
tim10-1 inh: 12.7; NALP3 yeast inh: 8.8; hIAP act: 0.898; mIAP act: 1.1; TIM10 inh: 14.5; ATG4B inh: -7.0; hIAP block: 10.2; mIAP block: -10.0; Apaf-1 inh: -7.6

How did CNc1nc(SCc2ccc(C)cc2)nc2c1CCCC2 do in these assays?
tim10-1 inh: 27.8; NALP3 yeast inh: 97.3*; hIAP act: 0.967; mIAP act: 1; TIM10 inh: 11.6; ATG4B inh: 6.3; hIAP block: 3.3; mIAP block: -0.2; Apaf-1 inh: 9.8

How did COc1ccc(CNC(=O)C2CSC(=O)C2)cc1 (centres undefined) do in these assays?
tim10-1 inh: 9.7; NALP3 yeast inh: 24.5; hIAP act: 1.01; mIAP act: 0.932; TIM10 inh: 10.3; ATG4B inh: 10.2; hIAP block: -1.5; mIAP block: 6.8; Apaf-1 inh: -0.7

What do the screens show for `O=C(NCc1ccc[n+](CCCCS(=O)(=O)[O-])c1)c1ccc(OC(F)F)cc1`?
tim10-1 inh: 1.2; NALP3 yeast inh: 3.5; hIAP act: 1.18; mIAP act: 0.914; TIM10 inh: -11.6; hIAP block: -18.3; mIAP block: 8.6; Apaf-1 inh: -0.8

Results for COC(=O)C1CCN(C(=O)CC(NC(=O)C(F)(F)F)c2cccs2)CC1 (centres undefined) ?
tim10-1 inh: 3.7; NALP3 yeast inh: -3.9; hIAP act: 0.981; mIAP act: 1.03; TIM10 inh: -6.3; ATG4B inh: -2.8; hIAP block: 1.9; mIAP block: -3.1; Apaf-1 inh: -1.6

What do the screens show for `CCCCCC(=O)NC(NC(=S)Nc1ccc(S(N)(=O)=O)cc1)C(Cl)(Cl)Cl` (centres undefined)?
tim10-1 inh: 16.7; NALP3 yeast inh: 25.6; hIAP act: 0.92; mIAP act: 0.932; TIM10 inh: 0.3; ATG4B inh: -14.2; hIAP block: 8.0; mIAP block: 6.8; Apaf-1 inh: 5.3

Results for CC(C)(C)Sc1ccc([N+](=O)[O-])cc1C(=O)Nc1ccncc1 ?
tim10-1 inh: 13.2; NALP3 yeast inh: 10.7; hIAP act: 1.16; mIAP act: 0.984; TIM10 inh: 23.5; ATG4B inh: -8.0; hIAP block: -16.1; mIAP block: 1.6; Apaf-1 inh: -19.2

Results for O=C(CSc1nnc(-c2ccccc2)o1)NC1CCCCC1 ?
tim10-1 inh: 21.4; NALP3 yeast inh: 20.5; hIAP act: 1.05; mIAP act: 1.03; TIM10 inh: 9.2; ATG4B inh: -3.3; hIAP block: -4.6; mIAP block: -3.5; Apaf-1 inh: 1.7

How did CCOC(=O)Cc1nnc(NC(=O)CSc2ccc(C)cc2)s1 do in these assays?
tim10-1 inh: 31.7; NALP3 yeast inh: -7.4; hIAP act: 0.943; mIAP act: 0.928; TIM10 inh: 35.0; ATG4B inh: -4.3; hIAP block: 5.7; mIAP block: 7.2; Apaf-1 inh: 5.9

Results for COc1ccc(/C=C2\SC(=O)N(CC(=O)Nc3ccccc3O)C2=O)cc1OC ?
tim10-1 inh: -8.1; NALP3 yeast inh: -2.7; hIAP act: 1.04; mIAP act: 0.939; TIM10 inh: 2.9; ATG4B inh: -8.9; hIAP block: -4.3; mIAP block: 6.1; Apaf-1 inh: 7.4

What do the screens show for `CC(=O)c1n[nH]nc1NC(=O)c1ccccc1`?
tim10-1 inh: -18.2; NALP3 yeast inh: 6.4; hIAP act: 1.03; mIAP act: 1.04; TIM10 inh: 4.4; ATG4B inh: -5.6; hIAP block: -2.8; mIAP block: -4.1; Apaf-1 inh: -24.0

Results for Cc1ccc(NC(=O)Cn2c(-c3ccc(F)cc3)cnc2SCC(=O)Nc2c(C)cccc2C)cc1 ?
tim10-1 inh: 14.2; NALP3 yeast inh: 8.3; hIAP act: 0.969; mIAP act: 1.05; TIM10 inh: 10.2; ATG4B inh: 22.6; hIAP block: 3.1; mIAP block: -4.6; Apaf-1 inh: 9.2

What do the screens show for `COc1ccc(N2CCN(C(=O)c3cc(=O)c4ccc(C)cc4o3)CC2)cc1`?
tim10-1 inh: 38.6; NALP3 yeast inh: 8.3; hIAP act: 1.03; mIAP act: 0.986; TIM10 inh: 20.7; ATG4B inh: -13.8; hIAP block: -3.4; mIAP block: 1.4; Apaf-1 inh: 17.1

What do the screens show for `COC(=O)C1CN(C(=O)COc2ccc(Cl)c(C)c2)c2ccccc2O1` (centres undefined)?
tim10-1 inh: 26.7; NALP3 yeast inh: 13.6; hIAP act: 1.17; mIAP act: 0.967; TIM10 inh: 1.3; ATG4B inh: 7.7; hIAP block: -17.3; mIAP block: 3.3; Apaf-1 inh: 18.8

What do the screens show for `COc1c(OC)c2[nH]c(=O)cc3c4ccccc4n(c1=O)c23`?
tim10-1 inh: 5.5; NALP3 yeast inh: 14.8; hIAP act: 1.03; mIAP act: 0.943; TIM10 inh: -7.0; ATG4B inh: 1.9; hIAP block: -2.7; mIAP block: 5.7; Apaf-1 inh: -2.2

Results for COC(=O)c1ccc(-c2ccco2)n1Cc1cccc(C)c1 ?
tim10-1 inh: -2.6; NALP3 yeast inh: 21.3; hIAP act: 0.875; mIAP act: 0.916; TIM10 inh: -8.3; ATG4B inh: -3.9; hIAP block: 12.5; mIAP block: 8.4; Apaf-1 inh: 12.9

How did COc1ccc(S(C)(=O)=O)cc1S(C)(=O)=O do in these assays?
tim10-1 inh: 3.1; NALP3 yeast inh: -8.6; hIAP act: 0.793; mIAP act: 0.708; TIM10 inh: 3.9; ATG4B inh: 2.8; hIAP block: 20.7; mIAP block: 29.2; Apaf-1 inh: -8.9

Results for CCCCNC(=O)CCn1c(=O)c2ccccc2n(CC(=O)NCCc2ccc(OC)c(OC)c2)c1=O ?
tim10-1 inh: -6.5; NALP3 yeast inh: -5.2; hIAP act: 1.19; mIAP act: 1.06; TIM10 inh: -1.0; ATG4B inh: 2.2; hIAP block: -18.6; mIAP block: -5.7; Apaf-1 inh: -2.5

Results for Cn1c(-c2nnn(-c3ccc(F)cc3)n2)cc2ccccc21 ?
tim10-1 inh: 12.4; NALP3 yeast inh: 15.5; hIAP act: 0.915; mIAP act: 1.01; TIM10 inh: 2.6; hIAP block: 8.5; mIAP block: -1.4; Apaf-1 inh: 0.3

What do the screens show for `CC1Cc2ccccc2N1C(=O)Cn1c(=O)oc2cc(S(=O)(=O)N3CCCCC3)ccc21` (centres undefined)?
tim10-1 inh: 22.3; NALP3 yeast inh: 14.5; hIAP act: 1; mIAP act: 0.994; TIM10 inh: -3.1; ATG4B inh: -7.4; hIAP block: -0.3; mIAP block: 0.6; Apaf-1 inh: 22.1

Results for CN(Cc1ccccc1)C(=O)c1[nH]cnc1C(=O)NCC(=O)OC(C)(C)C ?
tim10-1 inh: 0.0; NALP3 yeast inh: 13.0; hIAP act: 1.27; mIAP act: 0.974; TIM10 inh: 11.4; ATG4B inh: -15.0; hIAP block: -27.5; mIAP block: 2.6; Apaf-1 inh: -1.6

What do the screens show for `COc1ccc(CNC(=O)[C@@H]2CC=C[C@@H]3CCN(C4CCCCC4)C(=O)[C@@H]32)cc1`?
tim10-1 inh: 20.4; NALP3 yeast inh: 6.1; hIAP act: 1.09; mIAP act: 1.03; TIM10 inh: 7.9; ATG4B inh: -3.6; hIAP block: -9.2; mIAP block: -2.8; Apaf-1 inh: 1.5

Screening results as filed in PubChem BioAssay.
